Screens as filed in PubChem BioAssay.
VP16 counter: Gal4-VP16 reporter inhibition counter-screen | Drosophila S2 Gal4-VP16 UAS-luciferase, luminescence, 20 h | Potency, µM (doses to about 53.6 µM), inactives show at the highest dose activity, negative = inhibition, most hits filed as inhibitors | hit rate 3.5% among 310,000;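 note: Gal4-VP16 expression switched on by copper sulfate through the metallothionein promoter; potency is the fitted concentration of half-maximal effect; nearly all actives have a fitted effect of over 50% in size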
Coupling enz: coupling enzyme interference in Giardia aldolase counter-screen; coupling enzyme system counterscreen, AmpLite Red fluorescence; hit rate 0.67% among 290,000; activity change, negative = inhibition, % at 58.2 µM, hits read low; in the data active = activity change below about -30%
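First, compound is pin-transferred into glyceraldehyde-3-phosphate coupling-enzyme reagent at 57.5 uM final and held 10 min at RT. Next, substrate, coupling system and AmpLite Red are added. After 20 min RT, fluorescence (525/598 nm) is read.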
RORg inh: blocks mouse ROR gamma transcriptional activity | Drosophila S2 Gal4-RORgamma UAS-luciferase reporter, 20 h | Potency, µM (series often up to 53.6 µM), for inactives: at the top dose activity change, negative = inhibition, actives largely listed as inhibitors | hit rate 5.4% among 310,000 | P51450; note: potency is the fitted concentration of half-maximal effect; nearly all actives have a fitted effect of over 60% in size
Target sequence (P51450 whole entry, looked up, the tested form may be a part): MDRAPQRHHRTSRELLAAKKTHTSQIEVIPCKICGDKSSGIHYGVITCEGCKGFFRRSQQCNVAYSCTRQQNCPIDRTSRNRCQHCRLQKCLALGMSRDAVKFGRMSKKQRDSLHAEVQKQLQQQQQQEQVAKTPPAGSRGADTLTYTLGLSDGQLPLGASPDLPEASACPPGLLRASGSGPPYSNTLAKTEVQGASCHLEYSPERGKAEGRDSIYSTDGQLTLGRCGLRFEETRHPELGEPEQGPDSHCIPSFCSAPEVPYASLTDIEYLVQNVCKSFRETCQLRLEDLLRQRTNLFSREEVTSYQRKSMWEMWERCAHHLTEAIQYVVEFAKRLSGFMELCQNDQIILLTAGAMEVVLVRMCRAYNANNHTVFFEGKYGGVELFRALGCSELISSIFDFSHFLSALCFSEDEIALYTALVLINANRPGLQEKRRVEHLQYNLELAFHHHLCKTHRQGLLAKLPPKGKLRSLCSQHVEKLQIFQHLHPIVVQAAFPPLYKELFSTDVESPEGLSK
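Drosophila S2 cells stably expressing Gal4-DBD/mouse RORγ fusion under metallothionein promoter plus UAS-luciferase; compound 1 h, then 700 uM CuSO4 induction for 20 h at ambient temperature; inhibition read as reduced luminescence.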
Active calls of the source: *; ? = inconclusive; & = joins results of further samples; [ ] = dose if it differs, or a comment. Unless noted, calls come from the whole dose curve; as a rule, active = well fitted curve in the direction sought with a large enough effect; inconclusive = small, poorly fitted or top-dose-only effect, or another doubt; inactive = no such curve, though single readings can be large; an effect the other way counts as inactive or inconclusive. % is set by controls: 0 for no effect and ±100 for the full control effect. These rows are one share of the data; count on the stated rates, not on these rows.

canonical_smiles	Coupling enz	VP16 counter	RORg inh
COc1ccccc1CNc1ccnc(-c2ccc(C(=O)N(C)C)cc2)n1	4.5	-20.7%	6.0%
COC1[C@@H](OC)C[C@H](C)[C@@H](OC)C2=CC(=O)C=C(NC(=O)/C(C)=C/C=C\[C@H](OC)[C@@H](OC(N)=O)/C(C)=C/[C@@H]1C)C2=O (some centres undefined)	-22.1	-2.3%	-41.3%
C[C@H]([C@H](C)N1CC(=O)NC(=O)C1)N1CC(=O)NC(=O)C1	0.8	-23.7%	2.6%
CN(C)c1ncc2nc(-c3cccs3)c(=O)n(CCc3ccccc3)c2n1	-0.4	-8.2%	-1.3%
CCOC(=O)C(CCc1ccccc1)NC(C)C(=O)N1C(C(=O)O)CC2CCCC21 (centres undefined)	0.7	6.3%	-2.6%
COCOc1cc(OC)ccc1C(=O)/C=C\c1ccc2c(c1)OCO2	-1.2	?	12.6%[10 µM]
COc1ccc(C2=N[C@@H](C(C)C)CO2)cc1	5.5	16.2%[96.6 µM]	-20.0%[96.6 µM]
C=C(C)C(=O)c1ccc(OC)cc1	-0.3	-4.2%	20.8%
CCC(=O)OCC(=O)C1(OC(=O)CC)C(C)CC2C3CCC4=CC(=O)C=CC4(C)C3(Cl)C(O)CC21C (centres undefined)	0.6	0.5%	26.6%
COc1ccc(-c2nc3cnc(Oc4ccccc4)nc3n(CCC#N)c2=O)cc1	0.9	?	-14.7%
COCC(=O)N1CCC[C@@]2(CCN(C(=O)Nc3ccc(OC)cc3)C2)C1	3.1	13.1%	-0.3%
Cn1c(=O)c(-c2ccccc2)nc2cnc(Oc3ccccc3)nc21	8.4	-13.6%	23.7%
COC(=O)[C@@H]1C[C@@H]2CC[C@@H](O)C[C@@H]2N1Cc1ccc(N2CCOCC2)cc1	-0.6	1.2%	-7.8%
COc1ccc(OC2C(O)COC2/C=C/C#Cc2ccccc2)cc1 (centres undefined)	0.8	21.2%[10 µM]	3.6%[10 µM]
CNc1ccccc1C(=O)N1CCc2c([nH]c3ccccc23)C1=O	0.8	6.3%	31.8%
O=C(Nc1cccc(F)c1)N1CCCC2(CCN(C(=O)c3csnn3)CC2)C1	1.1	6.7%	0.5%
COc1ccc(C(=O)N2CCC3(CCCN(c4ccc(-c5ccccc5)cc4)C3)CC2)cc1	0.8	16.3%	7.0%
CCCn1c(-c2ccc(F)cc2)nc2c(NC(C)CCCN(CC)CC)nc(C)nc21 (centres undefined)	-0.8	-11.1%	-30.1%
CCCC/C=C/C(NC(=O)c1ccccc1)c1ccccc1 (centres undefined)	0.5	?	-2.2%
CC1Cc2c(-c3ccccc3)nc3c(c2CO1)CN(CCOc1ccccc1)CC3 (centres undefined)	-0.4	-1.6%[10 µM]	4.7%[10 µM]
Cc1noc(C)c1C(=O)N1CCC2(CCCN(Cc3ccccc3)C2)CC1	0.0	5.9%	3.2%
COc1ccc2c(c1)O[C@H](c1ccc3c(c1)OCO3)[C@@H](OC(=O)NCc1ccc3c(c1)OCO3)C2=O	1.7	-7.7%	-17.5%
C[C@]12CCC3c4ccc(O)cc4CCC3C1CCC2=O (some centres undefined)	3.8	1.6%	-7.9%
O=C(Nc1cccc(F)c1)N1CC2(CCN(C(=O)c3csnn3)CC2)C1	-0.6	-1.1%	6.2%
CC[C@@H](c1ccccc1)n1c(=O)n2n(c1=O)[C@H]1[C@H](O)[C@H]3O[C@@H]3/C(=N/OCc3ccccc3)[C@@H]1CC2	3.0	-1.4%[10 µM]	-1.6%[10 µM]
CCCCCCCc1cc2ccccc2c(=O)o1	-0.6	-11.4%	24.6%
CC[C@H](C)[C@H](NC(=O)[C@H](Cc1ccc(O)cc1)NC(=O)[C@@H](NC(=O)[C@H](CCCN=C(N)N)NC(=O)[C@@H](N)CC(=O)O)C(C)C)C(=O)N[C@@H](Cc1cnc[nH]1)C(=O)N1CCC[C@H]1C(=O)O	-1.2	4.4%	1.3%
O=C(c1cnccn1)N1CCC2(CCN(Cc3ccncc3)CC2)CC1	1.2	-6.6%	-15.8%
COC(=O)C1=C(C)N(Cc2ccccc2)C(=O)N[C@@H]1c1ccccc1	4.5	3.0%	-5.5%
CC(C)[C@H](NC(=O)OC(C)(C)C)[C@@H](O)CC(=O)C(C)(C)C	2.7	-5.2%[10 µM]	15.6%[10 µM]

Next entries follow:
canonical_smiles	Coupling enz	VP16 counter	RORg inh
COC/C=C/C1=CC2=CC(=O)C(C)(OC(=O)c3cnc4ccccc4n3)C(=O)C2=CO1 (centres undefined)	3.2	-0.4%	0.9%
CCCCNC(=O)NS(=O)(=O)c1ccc(C(=O)O)cc1	-0.6	4.5%	-13.4%
COc1ncc2nc(-c3cc(F)cc(F)c3)c(=O)n(-c3ccccc3)c2n1	1.6	2.8%	-2.4%
CN(C)C1C(=O)C(C(N)=O)=C(O)[C@@]2(O)C(=O)C3=C(O)c4c(O)ccc(Cl)c4C(O)[C@H]3C[C@@H]12 (some centres undefined)	-0.6	-3.5%	-1.1%
COc1ccc(CNc2ccnc(-c3cccnc3)n2)c(OC)c1	-1.1	-15.1%	?
CCCn1c(-c2ccc(F)cc2)nc2c(NCCN(C)C)nc(C)nc21	-1.2	5.4%	-17.0%
COc1cccc([C@@H]2Oc3ccc(Br)cc3C[C@H]2OC(=O)NS(=O)(=O)c2ccc(C)cc2)c1	-0.7	-15.6%	-11.9%
O=C(c1cccc(F)c1)N1CCC[C@@]2(CCN(c3ccccc3)C2)C1	-3.6	?	?
CC(C)OC(=O)[C@@H]1CC[C@H](C)[C@@H](CCC[C@@H]2CC=C[C@H](CC#N)O2)O1	0.5	4.3%	?
O=C(O)c1cc(=O)c2cc(Cl)ccc2[nH]1	6.7	-4.7%	2.8%
CC[C@H](C)[C@H](NC(=O)[C@H](Cc1cnc[nH]1)NC(=O)[C@@H](N)CCC(=O)O)C(=O)N1CCC[C@H]1C(=O)N[C@@H](C)C(=O)O	0.0	1.2%	6.4%
COC(=O)NC(/C=C/c1ccccc1)C(C(C)=O)C(=O)OC (centres undefined)	0.1	-18.4%	-2.6%
COCC(=O)N1CCC2(CCCN(C(=O)Nc3cccc(C#N)c3)C2)CC1	1.3	4.1%	11.2%
COC(=O)N[C@@H](c1cccc(C)c1)[C@@H](C)[N+](=O)[O-]	-0.9	4.2%	-3.5%
C[C@@]12C(=O)OC(=O)[C@@]1(C)[C@@H]1CC[C@@H]2O1	-4.6	8.7%	30.4%
Cc1ccccc1-c1nc(NCCN2CCOCC2)c2ccccc2n1	2.3	-8.3%	9.9%
O=C(CO)[C@@H](O)C(O)[C@@H](O)CO (some centres undefined)	0.5	-6.4%	-7.9%
COC(=O)NC(c1ccc2c(c1)OCO2)C(C(=O)OC)C(=O)OC (centres undefined)	2.3	4.2%	27.9%
CN(C)c1ccc(-c2nc(NCCN3CCOCC3)c3ccccc3n2)cc1	-0.5	-27.7%	?
COC(=O)CNC(=O)C1(C)C=CC2(CCCCC2)N1C(=O)OC (centres undefined)	1.1	6.6%	-13.2%
COC[C@H]1OC=C[C@@H](OC)[C@@H]1OC	0.1	-6.6%	2.8%
CC(C)C[C@H](NC(=O)[C@H](CC(C)C)NC(=O)[C@@H](Cc1c[nH]c2ccccc12)NC(=O)[C@H](Cc1ccccc1)NC(=O)[C@@H](Cc1c[nH]c2ccccc12)NC(=O)[C@H](CCC(N)=O)NC(=O)[C@H](CCC(N)=O)NC(=O)[C@@H]1CCCN1C(=O)[C@H](CCCCN)NC(=O)[C@@H]1CCCN1C(=O)[C@H](N)CCCN=C(N)N)C(N)=O	-0.7	-12.0%	2.0%
CC(C)NC(=O)N1CC[C@@]2(CCCN(C(=O)c3cccn3C)C2)C1	0.5	-1.6%	-12.9%
COc1cccc([C@H](O)Cn2cc(-c3cccc(CON=C(C)C)c3)nn2)c1	2.2	-5.3%[10 µM]	-4.4%[10 µM]
COc1ccc([C@@H]2[C@@H](O)[C@H](O)[C@@H](C)N2C)cc1OC	-3.1	-20.5%	-0.6%
CC[C@H](C)[C@@H](NC(=O)O[C@@H]1C(=O)c2ccc(OC)cc2O[C@H]1c1cccc(C(F)(F)F)c1)C(=O)OC	-2.4	4.8%	7.5%
CO[C@@H]1COC(=O)[C@H]2CCCN2C(=O)[C@@H](C)COC(=O)C/C=C\[C@H]1C	-0.1	-14.7%[10 µM]	3.5%[10 µM]
c1ccc(CNc2cc(-c3ccoc3)ncn2)cc1	-3.1	11.1%	5.6%
Cc1cnc(CNc2ccnc(-c3c(C)noc3C)n2)cn1	0.8	0.1%	-17.7%
N[C@@H](CSS(=O)(=O)O)C(=O)O	-76.5*	-0.7%	-7.0%

Among those listed so far, 3 have a cyano group.
canonical_smiles	Coupling enz	VP16 counter	RORg inh
COc1ccc(-c2nc3cnc(Oc4ccccc4)nc3n(CCC#N)c2=O)cc1	0.9	?	-14.7%
CC(C)OC(=O)[C@@H]1CC[C@H](C)[C@@H](CCC[C@@H]2CC=C[C@H](CC#N)O2)O1	0.5	4.3%	?
COCC(=O)N1CCC2(CCCN(C(=O)Nc3cccc(C#N)c3)C2)CC1	1.3	4.1%	11.2%

Next part
canonical_smiles	Coupling enz	VP16 counter	RORg inh
COc1cccc(Cn2c(=O)cnc3cncnc32)c1	-0.2	5.1%	?
CC1=CC2C(C(C)C)CCC(C)(O)C2CC1 (centres undefined)	4.0	-10.3%	-18.2%
CCCCCC#CC[C@@H](O)/C=C/C=C/C=C\[C@@H](O)CCCC(=O)O	1.1	4.9%	8.9%
COC(=O)N1CCC2(CC1)CCN(C(c1ccccc1)c1ccccc1)CC2	2.0	0.6%	20.5%
CCOC(=O)OCC1OC(C#Cc2ccc(C(C)(C)C)cc2)C=CC1OC(=O)OCC (centres undefined)	0.1	-4.1%[10 µM]	-2.3%[10 µM]
COc1ccc2c(c1)O[C@@H](c1ccc3c(c1)OCO3)[C@H](O)C2=O	3.0	-11.4%	0.5%
COc1cc(NC(=O)O[C@@H]2C(=O)c3cc(Br)ccc3O[C@H]2c2ccc3c(c2)OCO3)cc(OC)c1OC	0.2	-2.6%	-8.9%
C=CCC1(c2ccccc2)Oc2ccccc2-c2nc3cc(Cl)c(Cl)cc3nc21 (centres undefined)	0.1&3.8	?	-24.1%&-6.0%[10 µM]
C[C@@]12CCC(OC(=O)c3ccccc3)CC1CCc1ccccc12 (some centres undefined)	-1.0	7.8%	-6.7%
Nc1ccn([C@@H]2O[C@H](CO)[C@@H](OP(=O)(O)O)[C@H]2O)c(=O)n1	5.0	-13.1%	7.7%
CCCCCCCCCCCCCCC(C(=O)O)C(O)(CC(=O)OC)C(=O)O (centres undefined)	19.3	?	-8.9%
Cc1ccc(S(=O)(=O)N[C@@H](CCc2ccccc2)CC(=O)C(C)(C)C)cc1	-0.8	10.6%[10 µM]	-5.9%[10 µM]
N#Cc1cccc(-c2nc(NCCN3CCOCC3)c3ccccc3n2)c1	1.7	-14.9%	-19.4%
COc1ccc(C(C)C(=O)c2ccc(O)cc2O)cc1 (centres undefined)	7.2	?	-0.6%
COCCn1c(=O)cnc2cnc(Oc3cccc(Cl)c3)nc21	1.5	5.2%	24.5%
C=C1C[C@@]23C[C@]1(O)CC[C@@H]2[C@]12C=C[C@@H](O)[C@](C)(C(=O)O1)[C@H]2[C@H]3C(=O)O	0.4	8.1%[17 µM]	2.1%[16.9 µM]
COc1ccc(-c2nnc3n2N=C(c2ccccc2OC)CS3)cc1	0.4	0.3%	?
COc1ccc2c(c1)C(=O)[C@@H](OC(=O)N[C@H]1CCCc3ccccc31)[C@H](c1ccc(OC)c(Br)c1)O2	-0.1	-2.8%	11.7%
CNC(CC(=O)O)C(=O)O (centres undefined)	6.1	1.0%	-10.2%
COc1ncc2nc(-c3cn(C)c4ccccc34)c(=O)n(Cc3ccc(F)cc3)c2n1	-0.9	-10.0%	2.7%
CC1(C)OCC([C@H](O)C2=CCCCC2=O)CO1	0.7&4.5	-0.2%	12.0%
CCCCCCCC/C=C\C/C=C\C=C\C(O)CCCC(=O)O (centres undefined)	2.2	0.4%	-5.5%
CC(C)CN1CCC2(CC1)CCN(S(=O)(=O)c1ccccc1)CC2	-0.2	5.8%	6.0%
Cc1cc(O)cc(O)c1C(=O)O	-0.3	2.2%	-5.6%
CC(=O)N[C@@H](CC(=O)O)C(=O)N[C@@H](CCC(=O)O)C(=O)O	1.2&0.7	9.0%	28.0%
Cc1ccccc1-c1nccc(-n2ccnc2)n1	-3.6	-0.9%	-38.0%

2 entries drawn at random from those above:
canonical_smiles	Coupling enz	VP16 counter	RORg inh
CCCCCCCc1cc2ccccc2c(=O)o1	-0.6	-11.4%	24.6%
CCOC(=O)OCC1OC(C#Cc2ccc(C(C)(C)C)cc2)C=CC1OC(=O)OCC (centres undefined)	0.1	-4.1%[10 µM]	-2.3%[10 µM]
